C2C12 statin = protects C2C12 myotubes from simvastatin toxicity | ATP luminescence, 48 h; scaled: DMSO 0, geranylgeraniol control 100 | rescue of ATP level, % at 7.49 µM | 0.78% of 330,000 active;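 active means mean ATP rescue above about 67%, or every replicate alone reaching that limit, limit read from the data, passing the limit was not always enough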;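 further: myotubes were challenged with 10 µM simvastatin during compound exposure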
GSIS activator = primary screen for activators of insulin secretion dependent on glucose, INS-1E cells, GLuc reporter luminescence. activation, % at 16.6 µM. AID 743287. 0.61% of 370,000 active. INS-1E GLuc reporter insulin secretion, 2-3 h;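 active means lowest replicate activation of at least 40%, so every replicate reaches that level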;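 further: 0% = median of neutral control wells and 100% = median of IBMX positive control wells; some compounds called inactive have numbers as strong as hits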
Cneo AK release = causes C. neoformans cell lysis; 0.2% of 360,000 active; lysis activity, % at 15 µM; adenylate kinase release luminescence, 4 h; normalised: neutral wells 0, clomiphene wells 100; AID 651654;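 active means mean lysis activity across replicates of at least 80%, whatever share of replicates individually reach that level; inactive means mean lysis activity below 80%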
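Assay system: log-phase C. neoformans yeast / Quantity: yeast cell density of 5 × 10^6 cells/mL / Medium: fresh YPD growth medium / Compound: single dose / Timing: static 4 h at 37 °C with compound, 1 h detection / Measured by: adenylate kinase release luminescence / Read-out: lysis from increased AK signal / Benchmarks: Clomiphene as positive lysis control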
PAX8 reporter = lowers PAX8-driven luciferase in RMG-I cells. 1.2% of 360,000 active. inhibition, % at 12.6 µM. RMG-I TPO-luciferase reporter, SteadyGlo, 24 h. AID 652154;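 active means mean replicate inhibition at least 60% with every replicate also reaching 60%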;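 further: luciferase light reporting Pax8 driven TPO promoter activity; plate controls were median of neutral control wells for no effect and mitoxantrone controls for full effect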
LGR2 inh = inhibitors of bursicon-induced Drosophila LGR2 receptor cAMP signaling. HEK293 LGR2, CRE-luciferase, bursicon-stimulated, 4 h. inhibition, % at 9.99 µM. 0.35% of 380,000 active;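 active means drop in luminescence signal, shown as inhibition above about 50% in the replicate tests, limit read from the data, passing the limit was not always enough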;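 further: agonist challenge used bursicon conditioned medium at about half maximal strength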
PglD DTNB = inhibitors of Campylobacter jejuni PglD acetyltransferase | purified PglD enzyme, DTNB colorimetric CoA detection | inhibition, % at 12.5 µM | 0.098% of 360,000 active; in the data active means inhibition above about 16%, passing the limit was not always enough; further: strong numbers were not always called active
ARNT-TACC3 inh = ARNT/TACC3 interaction disruption | AlphaScreen His-ARNT PAS-B/GST-TACC3 binding, luminescence; TACC3 fragment carries E629A point mutation | 0.66% of 390,000 active | Q9Y6A5 | inhibition, % at 9.99 µM;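 active means mean inhibition of replicates at least 50% and at least half of replicates each reaching 50%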;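 further: 0% = complete ARNT plus TACC3 wells and 100% = ARNT alone without TACC3; many hits fall short of the cut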
PGC1a acetyl inh = lowers PGC1a acetylation signal in U2OS cells. inhibition, % at 15.6 µM. 0.17% of 350,000 active. AlphaScreen anti-acetyl-lysine; with virally co-expressed GCN5 acetyltransferase;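 active means every replicate shows inhibition of at least 40%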;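 further: 0% = neutral control wells and 100% = positive control wells; some results beyond the cut were filed as inactive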
* marks the source's active call; other numbers are inactive results; . = no result given.

SMILES | C2C12 statin | GSIS activator | Cneo AK release | PAX8 reporter | LGR2 inh | PglD DTNB | ARNT-TACC3 inh | PGC1a acetyl inh
CCOc1ccc(C(C)=O)cc1COC(=O)c1ccccc1C(=O)N(C)Cc1ccccc1 | 15 | -55 | -3 | 1 | -15 | 8 | 0 | -8
Cn1c(C(=O)OCC(=O)NCC2CCCO2)cc2sccc21 (configuration not stated) | -4 | . | -4 | . | . | 8 | 26 | -9
CC(C)CN(C(=O)COC(=O)CNC(=O)c1ccccc1F)C1CCS(=O)(=O)C1 (configuration not stated) | . | 5 | . | 5 | -1 | . | -8 | .
O=C(N=Nc1c(O)n(Cc2ccccc2)c2ccccc12)c1cc2ccccc2cc1O | . | 5 | 3 | -13 | -43 | -3 | -16 | .
C[C@H](CO)N1C[C@H](C)[C@@H](CN(C)C(=O)c2ccncc2)Oc2cc(C#Cc3ccncc3)ccc2S1(=O)=O | 7 | 16 | -2 | 39 | 7 | -2 | -15 | -6
COc1ccccc1-c1ccc2n(c1=O)C[C@@H]1[C@@H](CO)[C@H](C(=O)NC3CCC3)N(C(=O)NC(C)C)[C@H]21 | -18 | -2 | 0 | -1 | -5 | 3 | -3 | .
CCc1cccc(NC(=O)CC2Oc3ccccc3NC2=O)c1 (configuration not stated) | 0 | 17 | 2 | 7 | -12 | -1 | -5 | .
CCn1cc(C(=O)NCCC(C)C)c(=O)c2cc(F)c(N3CCN(C(=O)c4ccco4)CC3)cc21 | -10 | 20 | 0 | 8 | -2 | 5 | 1 | 19
C[C@@H]1CN([C@@H](C)CO)C(=O)c2cc(C#Cc3ccccn3)cnc2O[C@@H]1CN(C)Cc1cccnc1 | -10 | 0 | 0 | . | -15 | -1 | 1 | 6
CCc1ccc2cccc3c2c1N=CN3C | 22 | -27 | 8 | 2 | -7 | -6 | 36 | 12
Cc1ccsc1/C=N/NC(=O)Cn1cnc2ccccc21 | . | 6 | 0 | . | 2 | 0 | 4 | 2
Cc1cc(C)nc(Nc2ccc(F)cc2)n1 | -7 | 2 | 1 | -5 | -5 | -7 | -23 | 1
CC(=O)NC[C@H]1[C@H](c2ccc(-c3cccc(F)c3)cc2)[C@@H](CO)N1C(C)=O | -5 | 5 | 0 | -16 | -2 | 2 | -8 | 11
COc1cccc2c1cc1c(=O)n(CC(=O)NCCCN3CCCCC3)nc(C)n12 | 1 | . | -2 | . | . | -4 | -7 | 4
C[C@H](CO)N1C[C@H](C)[C@H](CN(C)Cc2ccc(C(F)(F)F)cc2)OCCCC[C@H](C)Oc2ccc(NC(=O)Nc3ccc4c(c3)OCO4)cc2C1=O | . | 16 | -1 | 96* | 31 | 1 | -2 | -10
COc1ccc(S(=O)(=O)N2CCN(Cc3cccc([N+](=O)[O-])c3)CC2)cc1 | . | . | 0 | 3 | . | -3 | 3 | -5
COCC(=O)Nc1ccc2c(c1)OC[C@H](C)N(C(=O)CC1CC1)C[C@@H](C)[C@H](OC)CN(C)C2=O | 16 | 8 | . | 1 | 3 | . | . | 5
CCc1ccc(C(C)NC(=O)C2(C)CC2(Br)Br)cc1 (configuration not stated) | . | 2 | 1 | . | . | 2 | . | 8
O=C(Nc1cc(F)ccc1F)N1CC(=O)N2[C@H](CO)[C@H](c3ccc(C#CC4CCCC4)cc3)[C@H]2C1 | . | -14 | . | -10 | -9 | . | . | -7
O=C(C[C@@H]1C[C@@H]2c3cc(NC(=O)NC4CCCC4)ccc3O[C@@H]2[C@H](CO)O1)NCc1ccccc1F | 6 | -1 | -2 | -1 | -5 | -2 | -10 | -2
COc1ccc(CSc2nnc3[nH]c(=O)cc(N)n23)cc1 | . | 5 | . | 44 | -7 | . | 12 | .
COc1ccc(N(CCC(=O)Nc2ccccc2F)S(=O)(=O)c2ccc(C)cc2C)cc1 | -9 | -15 | -3 | 0 | 8 | 3 | 3 | -3
CCc1ccc(-n2c(Cc3ccccc3)n[nH]c2=S)cc1 | . | 21 | . | 11 | -2 | . | 2 | 5
CC1CN(C(=O)c2cccn(Cc3c(Cl)cccc3Cl)c2=O)CC(C)O1 (configuration not stated) | . | -8 | . | -1 | -7 | . | -5 | .
CCOC(=O)C1Nc2ccc(C(F)(F)F)cc2C2C=CCC12 (configuration not stated) | 2 | 2 | 6 | -3 | 2 | 1 | 3 | -12
Cc1ccc(-c2nn(-c3ccccc3)cc2NC(=O)c2ccccc2)cc1 | . | -22 | -3 | -22 | -15 | 3 | -5 | 5
Cc1cccc(CCN(Cc2cc3cccc(C)c3[nH]c2=O)C(=O)N2CCOCC2)c1 | 1 | . | 0 | . | . | -11 | -12 | 5
C[C@H](CO)N1C[C@H](C)[C@@H](CN(C)C(=O)NC2CCCCC2)OCCCC[C@H](C)Oc2ccc(NC(=O)Nc3ccc(F)cc3)cc2C1=O | . | -12 | 0 | 52 | -3 | 0 | 19 | -16
O=C(COc1ccccc1C(=O)N/N=C\c1ccc(O)c(O)c1)N/N=C/c1ccc(O)c(O)c1 | 7 | . | 4 | . | . | -6 | . | 0
Cc1cccc(S(=O)(=O)N2C[C@@H]3[C@H](c4ccccc42)[C@H](CO)N3CC2CCCC2)c1 | 25 | -12 | 2 | 27 | -5 | 2 | 4 | -14
Cc1ccc(-c2nc3ccccc3o2)cc1NC(=O)Cc1cccs1 | 12 | . | 5 | . | . | 0 | 1 | .
Cc1cc(C(F)F)n2nc(C(=O)Nc3ccc(F)cc3F)nc2n1 | 0 | . | -2 | . | . | -6 | -4 | .
O=C(N/N=C/c1ccc(OCc2ccccc2)cc1)c1cccs1 | -26 | . | -2 | -100 | . | -5 | -7 | 10
O=C(COC(=O)c1n[nH]c(=O)c2ccccc12)NCc1ccccc1 | -5 | 42 | -1 | 8 | -4 | -2 | -3 | -1
Cc1ccc(C2C(C#N)=C(N)OC3=C2C(=O)CCC3)s1 (configuration not stated) | -1 | 0 | -3 | 4 | -7 | 5 | -8 | -9
O=C(C[C@H]1CC[C@@H]2NC[C@H](O)COC[C@H]2O1)Nc1ccc(-c2ccccc2)cc1 | -19 | 10 | -2 | -15 | -1 | 3 | 10 | 1
Cc1cc(S(=O)(=O)NC2CCCCC2)ccc1OCC(=O)NCc1cccnc1 | 23 | -4 | 4 | . | 8 | 2 | 24 | 5
O=C(NC1(C(F)(F)F)NC(=O)N(Cc2ccco2)C1=O)c1cccs1 (configuration not stated) | -5 | . | -2 | 4 | . | 3 | 12 | .
O=C(Nc1ccccc1-c1nc2ccccc2s1)c1cccnc1Cl | 6 | -9 | 1 | . | 6 | -3 | -8 | -1
Cc1cccc(C)c1NC(=O)/C(C#N)=C/c1ccsc1 | . | 4 | . | 4 | 10 | . | -4 | .
COc1cccc(Nc2nc(N)c([N+](=O)[O-])c(NCc3ccco3)n2)c1 | . | 13 | -2 | 8 | -20 | -6 | . | 5
COc1ccccc1C1CCN(Cc2ccc(Cl)cc2Cl)CC1 | 3 | -21 | 2 | 19 | 8 | 9 | -18 | -2
Oc1ccc(Cl)cc1C=Nc1ccccc1Br | . | 11 | . | -6 | 0 | . | -6 | .
C=CCN(CC=C)CC(=O)Nc1ccc(S(N)(=O)=O)cc1 | 16 | . | 1 | . | . | 4 | -3 | 20
CCOC(=O)/C=C1\SCC(=O)N1CCOc1cccc(Br)c1 | 9 | . | 0 | -3 | . | 0 | 1 | -21
O=C(N/N=C\c1cc(Br)c(Br)o1)c1cncc(Br)c1 | . | 3 | . | 4 | 8 | . | -4 | .
CC(C)Cn1c(N)c(C(=O)COC(=O)c2ccc(Br)cc2)c(=O)n(C)c1=O | 2 | . | 3 | 24 | . | -8 | -10 | 0
COc1ccc(CNCc2cccn2C)cc1 | -3 | -27 | 2 | 20 | 10 | -5 | 3 | .
O=C(CNCc1ccc(F)cc1)Nc1ccccc1[N+](=O)[O-] | . | 5 | . | 10 | 4 | . | -45 | -1
CCOC(=O)CNC(=O)CSc1nc(C(C)C)nc2c1cnn2-c1ccccc1 | 3 | -2 | 2 | -9 | 15 | 1 | . | 13
CCC(=O)N1CCC1(C)C(=O)Nc1ccc2c(c1)OCO2 (configuration not stated) | -5 | . | -2 | 12 | 2 | 3 | . | 12
CC/C(C)=C1\SC(N2CCOCC2)=NC1=O | 7 | . | -4 | . | . | 6 | -6 | 5
O=C(C[C@H]1CC[C@@H]2[C@H](COC[C@H](O)CN2Cc2cccc(C(F)(F)F)c2)O1)NCc1ccncc1 | -3 | 6 | 51 | -4 | -24 | 3 | -5 | 6
C[C@H](CO)N1C[C@H](C)[C@@H](CN(C)Cc2ccc3c(c2)OCO3)Oc2c(NC(=O)CCCCCC(=O)Nc3ccccc3N)cccc2C1=O | . | 11 | . | 50 | -4 | . | . | -43
CC(C)CNS(=O)(=O)c1ccc(S(=O)(=O)N2CCN(C3CCCC3)CC2)cc1 | 27 | -6 | 3 | -4 | 3 | -4 | 0 | -23
C[C@@H]1CN([C@H](C)CO)C(=O)c2cc(NC(=O)Nc3ccc4c(c3)OCO4)ccc2O[C@@H](C)CCCCO[C@@H]1CN(C)Cc1ccc2c(c1)OCO2 | . | -30 | 5 | 25 | 6 | 1 | 25 | 27
COCCNC(=O)CSc1nc(-c2ccccc2)cs1 | -12 | . | -3 | . | . | -3 | 1 | 12
O=C(CC1CC1)Nc1ccc2c(c1)[C@@H]1C[C@H](CC(=O)N3CCCCC3)O[C@@H](CO)[C@@H]1O2 | 2 | 14 | 0 | -21 | -4 | 0 | 8 | 2
Cc1ccc(S(=O)(=O)Nc2ccc3c(c2)C(=O)N([C@@H](C)CO)C[C@H](C)[C@@H](CN(C)C(=O)Nc2ccc4c(c2)OCO4)O3)cc1 | 12 | 14 | . | -34 | 1 | . | . | -18
O=C(C[C@H]1CC[C@@H](NC(=O)CCN2CCCCC2)[C@H](CO)O1)Nc1nccs1 | 0 | 10 | 13 | -4 | -6 | 10 | 1 | 9
Next part.
SMILES | C2C12 statin | GSIS activator | Cneo AK release | PAX8 reporter | LGR2 inh | PglD DTNB | ARNT-TACC3 inh | PGC1a acetyl inh
CCCC#Cc1ccc2c(c1)O[C@@H](CN(C)C(=O)COC)[C@@H](C)CN([C@@H](C)CO)S2(=O)=O | 1 | -10 | -8 | . | 19 | 0 | 0 | 7
COCC(=O)N1C[C@@H]2[C@H](c3ccccc31)[C@H](CO)N2Cc1ccccc1F | -4 | 20 | -1 | 3 | 1 | 7 | -8 | 1
Cc1noc(C)c1S(=O)(=O)N(C)C[C@H]1Oc2ccc(NC(=O)CCN3CCOCC3)cc2CC(=O)N([C@H](C)CO)C[C@@H]1C | . | 1 | . | -19 | 12 | . | . | -4
COc1cccc(C#Cc2ccc3c(c2)O[C@@H](CN(C)C(=O)CN2CCOCC2)[C@@H](C)CN([C@H](C)CO)S3(=O)=O)c1 | -3 | -6 | -4 | 10 | 11 | -4 | -8 | -2

Part of the list above, with each value named.
Cc1cccc(C)c1NC(=O)/C(C#N)=C/c1ccsc1
  C2C12 statin: .	GSIS activator: 4	Cneo AK release: .	PAX8 reporter: 4	LGR2 inh: 10	PglD DTNB: .	ARNT-TACC3 inh: -4	PGC1a acetyl inh: .
CCOC(=O)CNC(=O)CSc1nc(C(C)C)nc2c1cnn2-c1ccccc1
  C2C12 statin: 3	GSIS activator: -2	Cneo AK release: 2	PAX8 reporter: -9	LGR2 inh: 15	PglD DTNB: 1	ARNT-TACC3 inh: .	PGC1a acetyl inh: 13
O=C(N/N=C/c1ccc(OCc2ccccc2)cc1)c1cccs1
  C2C12 statin: -26	GSIS activator: .	Cneo AK release: -2	PAX8 reporter: -100	LGR2 inh: .	PglD DTNB: -5	ARNT-TACC3 inh: -7	PGC1a acetyl inh: 10
Cc1ccsc1/C=N/NC(=O)Cn1cnc2ccccc21
  C2C12 statin: .	GSIS activator: 6	Cneo AK release: 0	PAX8 reporter: .	LGR2 inh: 2	PglD DTNB: 0	ARNT-TACC3 inh: 4	PGC1a acetyl inh: 2

Assay outcomes deposited in PubChem by Broad Institute.

Compounds as they come (roughly 2.9% active in at least one column).
